# From PubChem BioAssay
# BLM helicase inh = qHTS Assay for Inhibitors of Bloom's syndrome helicase (BLM); recombinant BLM DNA unwinding, fluorescence dequenching; actives 0.2% (n = 350,000); RecQ-like DNA helicase BLM (Homo sapiens), P54132; Potency, µM (doses to about 56.1 µM), without a hit: at the top dose activity change, negative = inhibition, actives largely listed as inhibitors;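 note: potency is the fitted concentration of half-maximal effect; plate controls were vehicle for no effect and no enzyme for full effect; nearly all actives have a fitted effect of over 35% in size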
# Pol beta inh = qHTS Assay for Inhibitors of DNA Polymerase Beta. P06746. Potency, µM (titrated, usually from 114 µM), inactives show top-dose activity change, negative = inhibition, usual class: inhibitors. Pol beta primer extension/strand displacement, fluorescence kinetic. actives 1.3% (n = 340,000); note: potency is the fitted concentration of half-maximal effect; % is set by controls: 0 for no effect and ±100 for the full control effect
#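 10 nM enzyme + cpd, 15 min RT; start with substrate 50 nM final; read 0 min and after 10 min RT. Corrected, normalized data; 4-parameter Hill curve fit.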
# Pol eta inh = qHTS for Inhibitors of Polymerase Eta | recombinant Pol eta, fluorescent DNA replication assay | Potency, µM (doses to about 114 µM), without a hit: at the highest dose activity change, negative = inhibition, actives largely listed as inhibitors | DNA polymerase eta (Homo sapiens), Q9Y253 | actives 1.2% (n = 390,000) | AID 588591, 2011; note: potency is the fitted concentration of half-maximal effect; % is set by controls: 0 for no effect and ±100 for the full control effect
#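 Fluorescent replication assay: 50 nM final substrate added after a 15 min room-temperature compound preincubation with 10 nM enzyme. Signal taken at 0 min and again at 10 min.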
# POLK inh = qHTS for Inhibitors of Polymerase Kappa. Potency, µM (doses to about 107 µM), without a hit: at the highest dose activity, negative = inhibition, hits mostly inhibitors. actives 0.53% (n = 400,000). purified Pol kappa, fluorescent DNA synthesis assay, 10 min. AID 588579, 2011; note: potency is the fitted concentration of half-maximal effect; % is set by controls: 0 for no effect and ±100 for the full control effect
#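 Activity was followed as the change in fluorescence between reads at 0 and 10 min after starting the reaction with 50 nM substrate. Beforehand, 10 nM polymerase had been preincubated with compound for 15 min at room temperature.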
# Anesthetic bind = qHTS Assay for Identification of Novel General Anesthetics | Ferritin light chain (Equus caballus), P02791 | apoferritin/1-aminoanthracene competitive binding, fluorescence | Potency, µM (top dose mostly 77.5 µM), for the others: at the highest dose activity change, negative = displacement, usual class: inhibitors | actives 0.074% (n = 350,000) | AID 485281, 2010; note: potency is the fitted concentration of half-maximal effect; % is set by controls: 0 for no effect and ±100 for the full control effect; nearly all actives have a fitted effect of over 20% in size
#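 10 uM apoferritin + 50% sat. 1-AMA, PBS; cpd 10 min RT; Ex380/Em535 endpoint; normalized to free probe vs complex; 4-param Hill fit; propofol titration as pos. ctrl.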
# POLI inh = qHTS for Inhibitors of Polymerase Iota. DNA polymerase iota (Homo sapiens), Q9UNA4. Pol iota fluorescent replication assay, 10 min. Potency, µM (top dose mostly 115 µM), without a hit: at the highest dose activity, negative = inhibition, hits mostly inhibitors. actives 1% (n = 390,000). AID 588590, 2011; note: potency is the fitted concentration of half-maximal effect
#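 Fluorescent replication assay read twice, at 0 min and 10 min after adding 50 nM (final) substrate. Enzyme (10 nM) and compounds were first incubated 15 min at room temperature; enzyme-free buffer wells were negative controls.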
# Glioma ERSR ind = qHTS for Inducers of the Endoplasmic Reticulum Stress Response (ERSR) in Human Glioma: qHTS | U87-MG GRP78 promoter luciferase reporter, 16 h | Potency, µM, for inactives: at the top dose activation, most hits filed as activators | actives 0.02% (n = 420,000); note: potency is the fitted concentration of half-maximal effect; series mostly up to about 76 µM; % of control where 0% means no effect; nearly all actives have a fitted effect of over 35% in size
#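 Stably transfected U87-MG glioma cells carrying a GRP78-based luciferase sensor; 16 h compound incubation. Luminescence end-point read 10 min after Bright-Glo addition at room temperature.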
# APEX1 inh = qHTS Assay for Inhibitors of the Human Apurinic/apyrimidinic Endonuclease 1 (APE1); Potency, µM (series often up to 65.8 µM), without a hit: top-dose activity change, negative = inhibition, usual class: inhibitors; recombinant APE1, TAMRA/BHQ-2 abasic DNA cleavage fluorescence; actives 0.35% (n = 350,000); DNA repair nuclease/redox regulator APEX1 (Homo sapiens), P27695;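 note: potency is the fitted concentration of half-maximal effect; plate controls were vehicle for no effect and reference inhibitor for full effect; nearly all actives have a fitted effect of over 55% in size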
#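 Incision of a quenched TAMRA/BHQ-2 THF abasic-site duplex (50 nM) by 0.75 nM APE1, after 15 min compound preincubation, measured as fluorescence increase over three 60 s reads. Values normalized to buffer, DMSO and NSC13755 control wells.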
# LDHA block = qHTS assay for inhibitors of human lactate dehydrogenase; L-lactate dehydrogenase A chain (Homo sapiens), P00338; purified LDHA, NADH/diaphorase-resazurin fluorescence; hits give low values; activity change, % (values are at about 110 or 230 µM); actives 0.15% (n = 480,000); in the data active = activity change below about -30%; inconclusive = mostly about -25% to -30%;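 note: plate controls were DMSO wells for no effect and wells without enzyme for full effect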
#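 LDH5 2 nM; NADH 0.06 mM, pyruvate 0.2 mM; 200 mM Tris pH 7.4, EDTA, Tween-20; 5 min RT. Detection: diaphorase 0.133 mg/mL + resazurin 37 µM, fluorescence ex540/em590 at 0 and 20 min; normalized to enzyme-free and DMSO wells.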
# An asterisk follows results filed as active; ? = inconclusive; · = no result given; & = joins results of further samples; [ ] = another dose, or the depositor's remark. Unless noted, calls come from the whole dose curve; as a rule, active = well fitted curve in the direction sought with a large enough effect; inconclusive = small, poorly fitted or top-dose-only effect, or another doubt; inactive = no such curve, though single readings can be large; an effect the other way counts as inactive or inconclusive.
No.	smiles	BLM helicase inh	Pol beta inh	Pol eta inh	POLK inh	Anesthetic bind
1	COc1ccc(/C=C/C(=O)c2c(O)n(CCC3=CCCCC3)c(=O)[nH]c2=O)cc1OC	-4%	-1%	9%	?	-6%
2	O=c1[nH]c(=S)[nH]c(O)c1N=Nc1ccc2c(c1)OCO2	-10%	2%	-22%	-11%	-7%
3	O=C1NC(=S)NC(=O)C1=Cc1cccn1-c1ccc(O)cc1	-30%	25µM*	3.5µM*	18µM*	?
4	CN1CCN(c2ccc([N+](=O)[O-])c(NCC3CCCO3)c2)CC1 (stereo not drawn)	-6%	-1%[57.1 µM]	-3%	-2%	3%
5	COc1c(C=C2C(=O)NC(=O)NC2=O)c(CCN(C)C(=O)c2ccccc2)cc2c1OCO2	3%	4%	10%	3%	-23%
6	O=[N+]([O-])O[C@H]1CO[C@H]2[C@H]1OC[C@@H]2O[N+](=O)[O-]	-1%[21.4 µM]	·	·	-7%[12 µM]	-7%[29.3 µM]
7	CCC(=O)N1CC(=O)Nc2ccc(F)cc2C1c1ccccc1 (stereo not drawn)	0%	24%	-13%	3%	-12%
8	COc1ccc(CCNC(=O)c2c(N)n(CCN3CCOCC3)c3nc4ccccc4nc23)cc1	-11%	3%	-18%	-4%	-2%
9	CCOP(=S)(OCC)SCSP(=S)(OCC)OCC	·	·	-19%	-13%	·
10	C[C@@]1(CO)[C@H](O)CC[C@@]2(C)[C@H]1CC[C@H]1C[C@@H]3C[C@@]12CC[C@]3(O)CO	-3%	13%	·	3%[19.4 µM]	-16%&2%

No.	POLI inh	Glioma ERSR ind	APEX1 inh	LDHA block
1	?	5%	-2%	0
2	3%	1%	-8%	-2
3	2.2µM*	-16%	?	-2
4	-19%	2%	-5%	-5
5	8%	-3%	6%	1
6	·	-5%	-2%[21 µM]	·
7	9%	-2%	13%	-3
8	13%	-14%	1%	1
9	-15%	-4%	·	-1
10	·	-3%	?	·

# Continuation.
No.	smiles	BLM helicase inh	Pol beta inh	Pol eta inh	POLK inh	Anesthetic bind
11	CCN(CC)C(=O)Oc1ccc(OC(=O)N(CC)CC)cc1	3%	-1%	4%	-14%	?
12	CC(c1ccccc1F)n1cc(C(=O)Nc2ccc3nc[nH]c3c2)nn1 (stereo not drawn)	-3%	-2%	8%	0%	?
13	CC1CN=C(Nc2ccc(F)cc2)S1 (stereo not drawn)	-6%	3%	-11%	1%	-12%
14	COc1ccc(CNC(=O)CSCc2cnn(-c3ccccc3)c2-n2cccc2)cc1OC	-3%	3%	-19%	-13%	51%[activator]
15	C=C(C=O)CC1CC(O)[C@]2(C)OC3CC4OC5C[C@]6(C)O[C@]7(C)CCC8OC9C[C@]%10(C)OC%11C(C)=CC(=O)OC%11CC%10OC9C[C@@H](C)C8OC7CC6O[C@]5(C)CC5OC5C4OC3CC2O1 (stereo partly drawn)	-8%	9%	-13%	-20%	-3%
16	C[C@@H]1O[C@@H](OC2CC(O)C3(CO)C4C(CCC3(O)C2)C2(O)CCC(C3=CC(=O)OC3)C2(C)C[C@H]4O)[C@H](O)[C@H](O)[C@H]1O (stereo partly drawn)	3%	·	·	0%[60.1 µM]	3%
17	c1ccc2sc(C3(N4CCCCC4)CCCCC3)cc2c1	4%	3%[57.1 µM]	-3%[57.1 µM]	4%[60.1 µM]	·
18	CCOC(=O)c1cc(-c2csc(COc3ccc(Cl)cc3)n2)on1	-2%	4%	-12%	-3%	1%
19	O=C1NC(=O)C(=Cc2cn(CCOc3ccc4c(c3)OCO4)c3ccccc23)C(=O)N1	0%	?	?	-3%	-15%
20	C=CCn1c(O)c(C(CC)=Nc2cc(OC)ccc2OC)c(=O)[nH]c1=O	-5%	-29%	-6%	-8%	?

No.	POLI inh	Glioma ERSR ind	APEX1 inh	LDHA block
11	-3%	1%	-4%	-3
12	27%	-3%	1%	0
13	80%[activator]	-4%	-2%	-9
14	-20%	-5%	·	-2
15	22%	2%	-3%	-3
16	·	-6%	-2%	·
17	1%[58.9 µM]	-6%&-4%&5%	3%&19%&-10%	·
18	52%[activator]	-10%	5%	-15
19	?	14%	-4%	-2
20	4%	-2%	-3%	26

# Given as tab-separated lines: part of the list above.
item	Molecule	BLM helicase inh	Pol beta inh	Pol eta inh	POLK inh	Anesthetic bind	POLI inh	Glioma ERSR ind	APEX1 inh	LDHA block
12	CC(c1ccccc1F)n1cc(C(=O)Nc2ccc3nc[nH]c3c2)nn1 (stereo not drawn)	-3%	-2%	8%	0%	?	27%	-3%	1%	0
13	CC1CN=C(Nc2ccc(F)cc2)S1 (stereo not drawn)	-6%	3%	-11%	1%	-12%	80%[activator]	-4%	-2%	-9
14	COc1ccc(CNC(=O)CSCc2cnn(-c3ccccc3)c2-n2cccc2)cc1OC	-3%	3%	-19%	-13%	51%[activator]	-20%	-5%	·	-2
15	C=C(C=O)CC1CC(O)[C@]2(C)OC3CC4OC5C[C@]6(C)O[C@]7(C)CCC8OC9C[C@]%10(C)OC%11C(C)=CC(=O)OC%11CC%10OC9C[C@@H](C)C8OC7CC6O[C@]5(C)CC5OC5C4OC3CC2O1 (stereo partly drawn)	-8%	9%	-13%	-20%	-3%	22%	2%	-3%	-3
16	C[C@@H]1O[C@@H](OC2CC(O)C3(CO)C4C(CCC3(O)C2)C2(O)CCC(C3=CC(=O)OC3)C2(C)C[C@H]4O)[C@H](O)[C@H](O)[C@H]1O (stereo partly drawn)	3%	·	·	0%[60.1 µM]	3%	·	-6%	-2%	·
17	c1ccc2sc(C3(N4CCCCC4)CCCCC3)cc2c1	4%	3%[57.1 µM]	-3%[57.1 µM]	4%[60.1 µM]	·	1%[58.9 µM]	-6%&-4%&5%	3%&19%&-10%	·
18	CCOC(=O)c1cc(-c2csc(COc3ccc(Cl)cc3)n2)on1	-2%	4%	-12%	-3%	1%	52%[activator]	-10%	5%	-15

# (cont.)
No.	smiles	BLM helicase inh	Pol beta inh	Pol eta inh	POLK inh	Anesthetic bind
21	CC(=O)O[C@H]1[C@H]2O[C@]23[C@@H]2CC[C@]4(O)C[C@@H](O)CC[C@]4(C)C2CC[C@]3(C)[C@H]1c1ccc(=O)oc1 (stereo partly drawn)	·	·	-10%	-12%	·
22	CCCCCC[C@H]1C(=O)O[C@H](C)[C@H](NC(=O)c2cccc(NC=O)c2O)C(=O)O[C@@H](C)[C@@H]1OC(=O)CC(C)C	-11%	·	·	-13%[19.4 µM]	·
23	CCC(=O)Nc1ccc(Cl)c(Cl)c1	6%	·	-13%	-8%	?
24	O=C1OC(=O)C2C3CCC(O3)C12 (stereo not drawn)	2%&1%	14%[57.1 µM]	0%[57.1 µM]	?	·
25	COc1cc2c(cc1OC)C(c1c(O)n(CCc3ccccc3)c(=S)[nH]c1=O)NCC2 (stereo not drawn)	-6%	-15%	-4%	-5%	53%[activator]
26	Clc1ccccc1Nc1ncnc(-n2cccc2)n1	-2%	-14%	-26%	-5%	-14%
27	CC(C)CC12CN3CCN(CC(C3)/C1=N/O)C2	-6%	0%	-9%	-2%	0%
28	O=C(COC(=O)c1cccc(O)c1)Nc1ccc(Cl)cc1C(=O)c1ccccc1	-10%	-9%[57.1 µM]	-27%	-7%	-10%
29	O=C1NC(=S)SC1=Cc1ccc(N(CCCl)CCCl)cc1	·	·	79µM*	?	·
30	CCc1ccc(CNCCc2ccc(F)cc2)cc1	5%	0%	-17%	-6%	-1%

No.	POLI inh	Glioma ERSR ind	APEX1 inh	LDHA block
21	-3%	-8%	10%	-6
22	·	0%	7%	·
23	5%	4%&0%	10%	-7
24	0%[58.9 µM]	-7%&3%&-1%	-10%&3%&13%&0%	·
25	?	-2%	0%	-6
26	16%	6%	-4%	-7
27	6%	4%	1%	-6
28	2%	2%	?	1
29	16µM*	4%	·	-7
30	-12%	-5%	?	-4

# (list continues)
No.	smiles	BLM helicase inh	Pol beta inh	Pol eta inh	POLK inh	Anesthetic bind
31	CCCCCCNC(=O)N[C@H](Cc1ccc(O)cc1)C(=O)NCCC[C@H]1CN2C(=NC[C@H]2CCC)N1CC1CCC1	-1%	-1%	·	·	?
32	c1cncc(CNCCc2c[nH]c3ccccc23)c1	-1%	22%	-17%	-19%	0%
33	COC(=O)N(c1ccccc1)P1(=S)OCCO1	-9%	10%	-9%	3%	-15%
34	CC[C@H]1CC2CN3CCc4c([nH]c5ccccc45)C(C(=O)OC)(C2)C13 (stereo partly drawn)	·	·	-24%	2%	·
35	CCCCCCC(=O)c1c(O)n(-c2ccc(OC)cc2)c(=O)[nH]c1=O (tested in a mixture with another compound)	-6%	2%	-6%	6%	-2%
36	CCN1CC2(OC(=O)c3ccccc3NC(C)=O)CCC(OC)[C@]34C1[C@H](CC23)[C@@]1(O)C[C@H](OC)[C@H]2CC4C1(O)[C@H]2OC (stereo partly drawn)	-8%	·	·	15%[60.1 µM]	4%
37	CCCCCCn1c(O)c(C=Nc2c(C)n(C)n(-c3ccccc3)c2=O)c(=O)[nH]c1=O	-2%	-7%	-5%	-3%	-6%
38	CC[C@@H](C(N)=O)N1CCCC1=O	-5%	-4%	·	1%[60.1 µM]	5%
39	CCC(=NCCc1ccccc1)c1c(O)n(C2CCCCC2)c(=O)[nH]c1=O	-11%	?	-3%	-3%	?
40	c1ccc(CC2CCCCN2)cc1 (stereo not drawn)	-2%	?	12%	4%	-1%

No.	POLI inh	Glioma ERSR ind	APEX1 inh	LDHA block
31	·	·	0%	·
32	-13%	-3%	7%	-1
33	?	-4%	2%	-2
34	-3%	-3%	·	-2
35	16%	-3%	0%	0
36	·	-4%	-3%	·
37	-8%	-3%	3%	-4
38	·	-2%	-4%	·
39	5%	1%	0%	0
40	90%[activator]	-3%	-18%	-9

# The list is partial; the hit share may differ from the screen's.
